Compound activity: PubChem, The Scripps Research Institute Molecular Screening Center
M4 antag = CHRM4 antagonism in calcium assay. CHO-hM4 cells, ACh EC80, Fluo-8 calcium fluorescence. inhibition, % at 3 µM. 0.73% of 360,000 active. AID 624125;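 active = inhibition above its plate's cutoff, the mean inhibition of sample wells plus 3 SD, cut at about 27% in these data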;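 also: 0% = acetylcholine EC80 with DMSO and 100% = DMSO without agonist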
Target sequence (P08173 whole entry, looked up): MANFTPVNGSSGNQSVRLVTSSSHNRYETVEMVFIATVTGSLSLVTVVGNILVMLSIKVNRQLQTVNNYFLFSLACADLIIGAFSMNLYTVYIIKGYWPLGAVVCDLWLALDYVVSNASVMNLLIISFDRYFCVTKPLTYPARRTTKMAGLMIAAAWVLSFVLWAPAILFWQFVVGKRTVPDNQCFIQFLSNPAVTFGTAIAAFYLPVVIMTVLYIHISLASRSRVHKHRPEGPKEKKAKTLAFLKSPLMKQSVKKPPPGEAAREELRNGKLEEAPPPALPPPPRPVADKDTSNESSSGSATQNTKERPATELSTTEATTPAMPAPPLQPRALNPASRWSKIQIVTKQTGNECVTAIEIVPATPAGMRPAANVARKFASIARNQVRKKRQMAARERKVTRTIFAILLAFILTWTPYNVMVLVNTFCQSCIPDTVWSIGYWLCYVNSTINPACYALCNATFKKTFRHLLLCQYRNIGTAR
M1 ag parental = nonselective activator or artifact in parental CHO-K1 cells | Fluo-8 calcium fluorescence; scaled to maximal ATP response, vehicle zero | 0.48% of 360,000 active | activation, % at 3 µM; in the data active = activation above about 15%;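 also: untransfected CHO-K1 host cells lacking M1 receptor as counterscreen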
M5 antag = antagonists of human muscarinic M5 receptor (CHRM5); P08912; CHO-hM5 cells, Fluo-8 calcium fluorescence, ACh EC80; inhibition, % at 3 µM; 0.59% of 360,000 active;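 active = inhibition above a per-plate cutoff, the mean of that plate's test compounds plus 3 SD, cut at about 27% in these data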;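 also: 0% = acetylcholine EC80 with DMSO and 100% = DMSO without agonist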
Target sequence (P08912 whole entry, looked up): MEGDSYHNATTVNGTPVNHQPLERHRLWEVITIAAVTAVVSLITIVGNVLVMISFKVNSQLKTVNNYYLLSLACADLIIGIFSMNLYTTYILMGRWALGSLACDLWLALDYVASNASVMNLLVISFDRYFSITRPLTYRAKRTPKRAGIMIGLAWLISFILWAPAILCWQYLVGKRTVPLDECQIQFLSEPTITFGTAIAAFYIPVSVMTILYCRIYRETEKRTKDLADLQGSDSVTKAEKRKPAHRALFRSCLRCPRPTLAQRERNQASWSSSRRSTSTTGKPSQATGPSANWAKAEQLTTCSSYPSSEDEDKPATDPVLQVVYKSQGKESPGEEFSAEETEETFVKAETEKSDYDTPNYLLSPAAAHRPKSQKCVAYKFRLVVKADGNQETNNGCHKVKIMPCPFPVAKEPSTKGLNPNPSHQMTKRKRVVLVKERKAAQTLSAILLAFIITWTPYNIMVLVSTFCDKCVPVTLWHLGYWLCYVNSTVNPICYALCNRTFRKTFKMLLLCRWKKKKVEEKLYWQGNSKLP
M1 PAM parental = M1 PAM counterscreen hit in parental CHO-K1 cells | 0.02% of 360,000 active | AID 602247 | ATP EC20, Fluo-8 calcium fluorescence; 0% at ATP EC20, 100% at ATP max | activation, % at 3 µM;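 active = activation above the run cutoff, the mean activation of all test compounds plus 3 SD, cut at about 40% in these data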;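 also: peak over basal fluorescence ratio in a 140 s read after ATP addition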
CHRM5 PAM = CHRM5 positive allosteric modulation. 0.3% of 360,000 active. P08912. CHO-K1 hM5, Fluo-8 calcium, ACh EC20 PAM; 0% = ACh EC20, 100% = ACh EC100. activation, % at 3 µM;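 active = activation above the run cutoff, the mean activation of all test compounds plus 3 SD, cut at about 18% in these data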
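Assay system: CHO-K1 hM5 cells / Incubation: Fluo-8 loading 80 min at 37 °C plus 30 min room temperature / Technique: Fluo-8 calcium dye fluorescence, kinetic read / Repeats: single replicate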
CHO-K1 Ca antag = nonselective inhibitor or artifact in parental CHO-K1 cells | 0.6% of 360,000 active | ATP-induced calcium, Fluo-8 fluorescence | inhibition, % at 3 µM;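 active = inhibition above a per-plate cutoff, the plate's mean sample inhibition plus 3 SD, cut at about 24% in these data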;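 also: 0% = DMSO plus EC80 ATP and 100% = DMSO alone without ATP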
M4 ag = agonists of human muscarinic M4 receptor (CHRM4); P08173; CHO-K1 hM4/Gqi5, Fluo-8 calcium fluorescence; vehicle 0%, full acetylcholine response 100%; activation, % at 3 µM; 0.14% of 360,000 active; AID 624127;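 active = activation above the run mean over all test wells plus 3 SD, cut at about 32% in these data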;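 also: peak over basal fluorescence ratio per well then scaled between controls; 0% = DMSO wells and 100% = acetylcholine at EC100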
CHRM4 PAM = CHRM4 positive allosteric modulation. activation, % at 3 µM. CHO-K1 hM4/Gqi5, Fluo-8 calcium fluorescence, ACh EC20; 0% = ACh EC20, 100% = maximal ACh. 0.4% of 360,000 active. P08173;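 active = activation above its plate's cutoff, the mean activation of sample wells plus 3 SD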; also: some results filed as inactive read as strong as hits
CHRM5 agonist = agonists of human muscarinic M5 receptor (CHRM5); P08912; CHO-K1 hM5 cells, Fluo-8 calcium fluorescence; 0% DMSO wells, 100% maximal acetylcholine response; activation, % at 3 µM; 0.19% of 360,000 active; AID 624037;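 active = activation above the run's mean over test compounds plus 3 SD, cut at about 23% in these data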;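 also: signal is peak over basal fluorescence ratio across the kinetic read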
* marks the source's active call; other numbers are inactive results.

Screening Nc1c(Cl)cc(C2=NCCn3nc4cc(C(F)(F)F)ccc4c32)cc1Cl returned M4 antag 0, M1 ag parental -0.1, M5 antag -6, M1 PAM parental 27, CHRM5 PAM 3, CHO-K1 Ca antag -21, M4 ag 2, CHRM4 PAM 4 and CHRM5 agonist 4.
`CCOC(=O)CSc1nc(N)c(C#N)c(-c2cccs2)c1C#N` gave M4 antag -3, M1 ag parental 7.8, M5 antag 9, M1 PAM parental 5, CHRM5 PAM -11, CHO-K1 Ca antag 3, M4 ag 13, CHRM4 PAM -6 and CHRM5 agonist 2.
Screening CCCCN1C[C@H](Cc2ccccc2)[C@@H](CC(=O)Nc2ccccc2)C1=O returned M4 antag -13, M1 ag parental -0.3, M5 antag 4, M1 PAM parental -4, CHRM5 PAM -9, CHO-K1 Ca antag 1, M4 ag 6, CHRM4 PAM 1 and CHRM5 agonist -5.
Screening CCN(CC(=O)Nc1ccccc1C(=O)NC1CC1)Cc1cccs1 returned M4 antag 7, M1 ag parental 0.3, M5 antag -6, M1 PAM parental -6, CHRM5 PAM -4, CHO-K1 Ca antag -3, M4 ag 5, CHRM4 PAM 5 and CHRM5 agonist 4.
`Cc1ccsc1-c1nc(C(N)=O)c2[nH]c(=O)n(-c3ccc(Cl)cc3)c2n1` gave M4 antag 2, M1 ag parental 0.3, M5 antag 5, M1 PAM parental 4, CHRM5 PAM -4, CHO-K1 Ca antag -2, M4 ag 1, CHRM4 PAM -4 and CHRM5 agonist 1.
For C=CCn1c(SCC(=O)NCC2CCCO2)nc2scc(-c3ccccc3)c2c1=O (centres undefined) the results were M4 antag 6, M1 ag parental 2.6, M5 antag 2, M1 PAM parental 6, CHRM5 PAM 2, CHO-K1 Ca antag -5, M4 ag 2, CHRM4 PAM -3 and CHRM5 agonist -1.
For Cc1cc(-n2c(SCc3ccccc3F)nc3n[nH]c(C)c3c2=N)ccc1Cl the results were M4 antag -1, M1 ag parental 0.1, M5 antag 5, M1 PAM parental 5, CHRM5 PAM 1, CHO-K1 Ca antag -16, M4 ag 0, CHRM4 PAM 4 and CHRM5 agonist 3.
For Cc1ccc(C(=O)OC(C)C(=O)Nc2ccc(S(N)(=O)=O)cc2)cc1S(=O)(=O)N1CCOCC1 (centres undefined) the results were M4 antag -8, M1 ag parental 0.7, M5 antag -3, M1 PAM parental 8, CHRM5 PAM 9, CHO-K1 Ca antag -6, M4 ag 1, CHRM4 PAM 11 and CHRM5 agonist -3.
Screening CCOc1cc(/C=N/n2nnnc2N)ccc1OCc1c(C)no[n+]1[O-] returned M4 antag 9, M1 ag parental 1.1, M5 antag 11, M1 PAM parental 11, CHRM5 PAM -5, CHO-K1 Ca antag 2, M4 ag 1, CHRM4 PAM -2 and CHRM5 agonist -3.
`CCN(CC)S(=O)(=O)c1ccc(C)c(NS(=O)(=O)c2cc(/C=C/C(=O)O)cc(OC)c2OC)c1` gave M4 antag 3, M1 ag parental 8.3, M5 antag 4, M1 PAM parental 17, CHRM5 PAM 3, CHO-K1 Ca antag -10, M4 ag 1, CHRM4 PAM 1 and CHRM5 agonist -4.
`O=C(/C=C/c1ccc(Br)cc1)NC(=O)c1ccccc1O` gave M4 antag -5, M1 ag parental 7.4, M5 antag 2, M1 PAM parental -13, CHRM5 PAM -9, CHO-K1 Ca antag 3, M4 ag 11, CHRM4 PAM -11 and CHRM5 agonist 4.
Screening C[C@H]1COC(=O)[C@H](Cc2ccc(F)cc2)C/C=C\C[C@H](CC(=O)NCCO)C(=O)N1 returned M4 antag 6, M1 ag parental 0.4, M5 antag 8, M1 PAM parental 4, CHRM5 PAM 0, CHO-K1 Ca antag -12, M4 ag 1, CHRM4 PAM 4 and CHRM5 agonist 4.
C=CCNC(=O)C1CC(c2cccc(OC)c2)=NO1 (centres undefined) was read as M4 antag 3, M1 ag parental 0.1, M5 antag 1, M1 PAM parental -2, CHRM5 PAM -1, CHO-K1 Ca antag -2, M4 ag 1, CHRM4 PAM -1 and CHRM5 agonist 2.
`CSc1nn2c(C(F)(F)F)cc(C(F)(F)F)nc2c1C(=O)O` gave M4 antag 4, M1 ag parental 3.7, M5 antag 15, M1 PAM parental 4, CHRM5 PAM -12, CHO-K1 Ca antag -1, M4 ag 12, CHRM4 PAM -14 and CHRM5 agonist 1.
`ON=C1/C(=N\O)CC2(C/C1=N/O)OCCO2` gave M4 antag 11, M1 ag parental 0.4, M5 antag 2, M1 PAM parental 12, CHRM5 PAM 3, CHO-K1 Ca antag 6, M4 ag 1, CHRM4 PAM -1 and CHRM5 agonist 2.
`COc1ccccc1CNC(=O)c1ccc2c(=O)n(CCCN3CCCC3=O)c(=S)[nH]c2c1` gave M4 antag 6, M1 ag parental 1.1, M5 antag 2, M1 PAM parental -5, CHRM5 PAM 6, CHO-K1 Ca antag -9, M4 ag 0, CHRM4 PAM 4 and CHRM5 agonist 1.
For Cc1ccc(C(=O)N2CCC2(C)C(=O)NC(C)C)cc1 (centres undefined) the results were M4 antag -9, M1 ag parental 0.2, M5 antag 5, M1 PAM parental 7, CHRM5 PAM -2, CHO-K1 Ca antag -3, M4 ag 0, CHRM4 PAM 7 and CHRM5 agonist 0.
For CSCC(C)N1CCC(n2nccc2NC(=O)CCCc2ccccc2)CC1 (centres undefined) the results were M4 antag -1, M1 ag parental 4.7, M5 antag 9, M1 PAM parental 7, CHRM5 PAM -5, CHO-K1 Ca antag -5, M4 ag 10, CHRM4 PAM -2 and CHRM5 agonist -4.
For Cc1ncc(CN2CCC(CO)(CCc3ccccc3)CC2)s1 the results were M4 antag -11, M1 ag parental 1.9, M5 antag 7, M1 PAM parental 10, CHRM5 PAM -4, CHO-K1 Ca antag -13, M4 ag 2, CHRM4 PAM 10 and CHRM5 agonist -19.
Screening COc1ccc(/C=N/NC(=O)c2ccc(F)cc2)cc1CN1CCc2cc(OC)c(OC)cc2C1C (centres undefined) returned M4 antag -4, M1 ag parental 2.4, M5 antag 11, M1 PAM parental 13, CHRM5 PAM 3, CHO-K1 Ca antag -9, M4 ag 3, CHRM4 PAM -2 and CHRM5 agonist -6.

In the list so far, four have an aryl thioether with sulfur outside any ring.
`CCOC(=O)CSc1nc(N)c(C#N)c(-c2cccs2)c1C#N` gave M4 antag -3, M1 ag parental 7.8, M5 antag 9, M1 PAM parental 5, CHRM5 PAM -11, CHO-K1 Ca antag 3, M4 ag 13, CHRM4 PAM -6 and CHRM5 agonist 2.
For C=CCn1c(SCC(=O)NCC2CCCO2)nc2scc(-c3ccccc3)c2c1=O (centres undefined) the results were M4 antag 6, M1 ag parental 2.6, M5 antag 2, M1 PAM parental 6, CHRM5 PAM 2, CHO-K1 Ca antag -5, M4 ag 2, CHRM4 PAM -3 and CHRM5 agonist -1.
For Cc1cc(-n2c(SCc3ccccc3F)nc3n[nH]c(C)c3c2=N)ccc1Cl the results were M4 antag -1, M1 ag parental 0.1, M5 antag 5, M1 PAM parental 5, CHRM5 PAM 1, CHO-K1 Ca antag -16, M4 ag 0, CHRM4 PAM 4 and CHRM5 agonist 3.
`CSc1nn2c(C(F)(F)F)cc(C(F)(F)F)nc2c1C(=O)O` gave M4 antag 4, M1 ag parental 3.7, M5 antag 15, M1 PAM parental 4, CHRM5 PAM -12, CHO-K1 Ca antag -1, M4 ag 12, CHRM4 PAM -14 and CHRM5 agonist 1.

(more compounds)
`Cc1ccc(OCC(O)CN2CCCC2)cc1` (centres undefined) gave M4 antag -3, M1 ag parental 0.7, M5 antag -1, M1 PAM parental 20, CHRM5 PAM 5, CHO-K1 Ca antag -8, M4 ag 0, CHRM4 PAM 3 and CHRM5 agonist -2.
For O=C(NNC(=O)c1ccncc1)Nc1ccc(N=Nc2ccccc2)cc1 the results were M4 antag -6, M1 ag parental 0.4, M5 antag 11, M1 PAM parental -2, CHRM5 PAM -5, CHO-K1 Ca antag -4, M4 ag 5, CHRM4 PAM 4 and CHRM5 agonist 22.
COC(=O)c1cc(=O)nc2scc(C)n12 was read as M4 antag -2, M1 ag parental 4.0, M5 antag 9, M1 PAM parental 7, CHRM5 PAM -7, CHO-K1 Ca antag 1, M4 ag 16, CHRM4 PAM -5 and CHRM5 agonist 3.
Cc1nnc(C)n1/N=C/c1ccc(-c2ccccc2Cl)o1 was read as M4 antag -28, M1 ag parental -0.5, M5 antag 12, M1 PAM parental 10, CHRM5 PAM -2, CHO-K1 Ca antag -4, M4 ag 0, CHRM4 PAM 3 and CHRM5 agonist -6.
For C[C@@H]1CN([C@H](C)CO)C(=O)c2cccc(NS(=O)(=O)c3cccs3)c2O[C@H]1CN(C)Cc1ccccc1 the results were M4 antag 6, M1 ag parental -0.2, M5 antag 8, M1 PAM parental -12, CHRM5 PAM -8, CHO-K1 Ca antag -2, M4 ag 0, CHRM4 PAM 1 and CHRM5 agonist 4.
`Cc1nnc(SCC(=O)Nc2ccc(N3CCOCC3)cc2)o1` gave M4 antag -8, M1 ag parental -0.1, M5 antag 1, M1 PAM parental 8, CHRM5 PAM -1, CHO-K1 Ca antag -3, M4 ag 1, CHRM4 PAM 7 and CHRM5 agonist 1.
`Cn1cnc(C(=O)NCc2ccccc2)c1C(=O)NCc1ccccc1` gave M4 antag 2, M1 ag parental -0.5, M5 antag -1, M1 PAM parental 3, CHRM5 PAM -2, CHO-K1 Ca antag -1, M4 ag 1, CHRM4 PAM 2 and CHRM5 agonist 7.
For O=C(O)C(Cc1ccc(O)c([N+](=O)[O-])c1)N1C(=O)c2ccccc2C1=O (centres undefined) the results were M4 antag -5, M1 ag parental 0.6, M5 antag 6, M1 PAM parental 6, CHRM5 PAM 2, CHO-K1 Ca antag -5, M4 ag 0, CHRM4 PAM 1 and CHRM5 agonist -1.
O=C(Nc1ccc(Cl)cc1Cl)c1csc(-c2cccnc2)n1 was read as M4 antag 4, M1 ag parental 7.2, M5 antag 14, M1 PAM parental 11, CHRM5 PAM 3, CHO-K1 Ca antag -8, M4 ag 1, CHRM4 PAM -4 and CHRM5 agonist -2.
For Cc1cc([N+](=O)[O-])nn1CCCC(=O)Nc1c(C)n(C)n(-c2ccccc2)c1=O the results were M4 antag -8, M1 ag parental 0.4, M5 antag 13, M1 PAM parental 14, CHRM5 PAM -14, CHO-K1 Ca antag -11, M4 ag 0, CHRM4 PAM -13 and CHRM5 agonist -18.
`COc1cc(/C=C/C(=O)O)cc(S(=O)(=O)Nc2ccc3nc(SC)sc3c2)c1OC` gave M4 antag 4, M1 ag parental 0.7, M5 antag 8, M1 PAM parental -11, CHRM5 PAM 6, CHO-K1 Ca antag 7, M4 ag 0, CHRM4 PAM 0 and CHRM5 agonist -4.
Screening Cc1cc(C(=O)O)ccc1-c1ccc(CO)o1 returned M4 antag -2, M1 ag parental 0.1, M5 antag 7, M1 PAM parental 13, CHRM5 PAM 3, CHO-K1 Ca antag -16, M4 ag 3, CHRM4 PAM -2 and CHRM5 agonist 2.
